Compound activity from PubChem BioAssay.
KLK7 zymogen act: activates the human kallikrein-7 zymogen; P49862; purified proKLK7, EDANS-DABCYL substrate fluorescence; 100% is mature enzyme control, 0% vehicle; activation, % at 7 µM; hit rate 0.9% among 370,000; AID 652039;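 active = activation above the mean of all tested compounds plus 3 SD, computed per campaign excluding outliers beyond control limits, cut at about 13% in these data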
UHRF1 binding: UHRF1 methyl-DNA binding inhibition; hit rate 0.75% among 370,000; Q96T88; UHRF1 binding to methylated oligo, TR-FRET; inhibition, % at 4.4 µM; in the data active = inhibition above about 21%;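 note: UHRF1 SRA domain binding a hemimethylated CpG hairpin DNA probe; 0% = median of test compound wells and 100% = reference inhibitor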
ASAP1 inh: blocks human ASAP1-stimulated Arf1 GTP hydrolysis; AID 624377; Q9ULH1; inhibition, % at 16.5 µM; hit rate 0.19% among 360,000; GDP FP detection; in the data active = inhibition above about 25%;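 note: 0% = vehicle with enzyme and substrate and 100% = no enzyme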
Target sequence (Q9ULH1 325-724 limits assumed): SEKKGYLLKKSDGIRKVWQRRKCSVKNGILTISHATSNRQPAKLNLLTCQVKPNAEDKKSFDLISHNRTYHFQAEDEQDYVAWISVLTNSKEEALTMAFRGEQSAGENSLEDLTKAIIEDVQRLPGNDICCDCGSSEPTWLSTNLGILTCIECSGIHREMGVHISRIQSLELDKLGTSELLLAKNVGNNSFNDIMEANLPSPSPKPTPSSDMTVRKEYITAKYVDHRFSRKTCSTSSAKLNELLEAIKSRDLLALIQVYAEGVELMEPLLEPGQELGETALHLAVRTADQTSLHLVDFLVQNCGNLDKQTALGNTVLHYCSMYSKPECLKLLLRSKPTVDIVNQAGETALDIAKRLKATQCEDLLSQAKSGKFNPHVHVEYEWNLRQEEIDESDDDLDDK
ARFGAP1 inh: inhibitors of rat ARFGAP1; Q62848; Arfgap1-stimulated ARF1 GTP hydrolysis, GDP FP detection; inhibition, % at 16.5 µM; hit rate 0.26% among 360,000; AID 651572;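 active = inhibition above a per-plate limit, mean inhibition of low control wells plus 3 SD, cut at about 25% in these data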;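 note: 0% = DMSO wells with enzyme and 100% = wells lacking Arfgap1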
Target sequence (Q62848 1-136 limits assumed): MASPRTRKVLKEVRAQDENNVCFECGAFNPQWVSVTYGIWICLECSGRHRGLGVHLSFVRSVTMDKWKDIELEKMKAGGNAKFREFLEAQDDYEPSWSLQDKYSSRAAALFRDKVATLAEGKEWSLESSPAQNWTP
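System: truncated rat Arfgap1 GAP domain / Benchmarks: high control wells lacking Arfgap1, low control full reaction with DMSO / Times: compound-enzyme preincubation 20 min, reaction 120 min, detection 60 min, 25 °C / Repeats: one replicate per compound / Also added: human ARF1(Δ1-17)-GTP substrate / Measured by: Tracer-displacement fluorescence polarization with EDTA stop, 620/688 nm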
Tn7 DDE FP: disrupts Tn7 cyclic peptide binding to fibrin D-Dimer-E complex; P02675; FP displacement of FITC-Tn7 peptide from fibrin DD(E); 0% = median of compound wells per plate; inhibition, % at 8.3 µM; hit rate 0.13% among 370,000; AID 720508;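 active = inhibition above the mean of compounds falling within the control limits plus 3 SD of them, cut at about 14% in these data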;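 note: 0% = plate median of compound wells and 100% = 10 µM Aha-Tn7 peptide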
Target sequence (P02675 whole entry, looked up): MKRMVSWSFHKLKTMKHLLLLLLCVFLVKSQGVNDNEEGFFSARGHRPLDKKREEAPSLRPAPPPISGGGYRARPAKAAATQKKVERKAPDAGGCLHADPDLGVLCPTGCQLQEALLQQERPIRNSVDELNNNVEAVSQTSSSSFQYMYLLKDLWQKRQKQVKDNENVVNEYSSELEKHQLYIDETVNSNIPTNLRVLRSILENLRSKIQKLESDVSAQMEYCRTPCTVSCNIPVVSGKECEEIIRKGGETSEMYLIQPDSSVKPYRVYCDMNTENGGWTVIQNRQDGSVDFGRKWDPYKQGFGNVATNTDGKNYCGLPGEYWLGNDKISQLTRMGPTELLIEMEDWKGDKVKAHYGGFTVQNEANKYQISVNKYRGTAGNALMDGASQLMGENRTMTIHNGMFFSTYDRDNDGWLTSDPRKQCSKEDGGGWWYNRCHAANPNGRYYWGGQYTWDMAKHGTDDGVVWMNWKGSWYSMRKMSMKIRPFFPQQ
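Also added: labelled Tn7 tracer, 0.1 µM; Assay system: human fibrin DD(E) protein; Amount: 2 µM fibrin DD(E); Schedule: 10 min compound pre-incubation, 3 h probe incubation at room temperature; Repeats: one replicate per compound; Read-out basis: percent inhibition; Measured by: fluorescence polarization of the labelled Tn7 tracer.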
MBD2 DNA inh: blocks human MBD2 binding to methylated DNA; hit rate 0.31% among 370,000; inhibition, % at 4.4 µM; TR-FRET, MBD2 binding to methylated oligonucleotide; in the data active = inhibition above about 13%
ADAM17 inh: inhibits human ADAM17 | hit rate 0.83% among 370,000 | inhibition, % at 6.95 µM | P78536 | recombinant ADAM17, EDANS/DABCYL FRET peptide cleavage;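 active = inhibition above the mean of compounds lying between control limits plus 3 SD, set per campaign, cut at about 8.5% in these data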;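 note: 0% = DMSO-only wells as the low control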
Tn6 DDE FP: DD(E)-Tn6 binding inhibition, primary FP screen. P02675. Fibrin DD(E) TRITC-Tn6 fluorescence polarization displacement. inhibition, % at 8.3 µM. hit rate 0.21% among 370,000. AID 720509;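 active = inhibition above a per-campaign cutoff: mean of compounds within control limits plus 3 SD, cut at about 15% in these data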;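 note: 0% = median of all compound wells on the plate and 100% = blocking peptide control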
PLCb3 inh: inhibitors of human phospholipase C beta3; Purified PLC-beta3, fluorogenic substrate, fluorescence; inhibition, % at 12.2 µM; AID 720704; hit rate 0.18% among 370,000; in the data active = inhibition above about 11%;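 note: 0% = median of compound wells on plate and 100% = full blocker control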
PLC-gamma1 inh: blocks human PLC-gamma1 enzyme activity. P19174. purified PLC-gamma1, fluorogenic substrate, fluorescence. inhibition, % at 12.2 µM. hit rate 0.84% among 370,000. AID 720700; in the data active = inhibition above about 9.5%
The depositor's hits bear a star; i = inactive.

structure | ARFGAP1 inh | Tn6 DDE FP | Tn7 DDE FP | UHRF1 binding | KLK7 zymogen act | ASAP1 inh | ADAM17 inh | PLC-gamma1 inh | PLCb3 inh | MBD2 DNA inh
CC(=O)c1cccc(NC(=O)CSc2ccc(-c3ccccn3)nn2)c1 | 11 | 0 | 2 | 7 | -0.6 | -2 | -4 | -1 | -14 | 3
Cc1nn(C)c(C)c1NS(=O)(=O)c1ccc(Cl)s1 | -7 | -4 | -6 | 1 | -0.4 | 12 | 0 | 7 | -4 | 1
Cn1c(COc2ccc(Cl)cc2)nc2ccccc2c1=O | 10 | 1 | -3 | 2 | -0.7 | 0 | -5 | -12 | -26 | 5
C/C(CC(=O)Nc1ccc(C)c(Cl)c1)=N\NC(=O)c1ccncc1 | 0 | -8 | -7 | -4 | 0.2 | 4 | 1 | 1 | 1 | 2
CCNS(=O)(=O)c1ccc(CCC(=O)N2CCN(C(=O)OCC)CC2)cc1 | 0 | -3 | 2 | -2 | -0.3 | -13 | 0 | 2 | -5 | -1
CCc1ccc(N(C(=O)c2csnn2)C(C(=O)NC(C)(C)CC)c2cccnc2)cc1 (stereo unspecified) | 7 | -6 | 5 | 5 | 0.2 | 4 | -4 | -1 | -4 | 2
O=C(CSc1nc(-c2ccccc2Cl)ns1)Nc1ccc2c(c1)OCO2 | 2 | 5 | -4 | 0 | -0.2 | 3 | 3 | -1 | 0 | 0
COc1ccc(Nc2nc3ccc(C)cc3cc2C#N)c(OC)c1 | 5 | -1 | -3 | 7 | -0.5 | 9 | 0 | 4 | 1 | 4
CC(=O)Oc1ccc2oc(/C=C/N(C)C)c([N+](=O)[O-])c2c1 | 6 | 3 | -6 | -22 | 0.1 | 7 | -6 | -5 | -5 | -22
COc1ccccc1C=NN=Cc1ccccc1O | 3 | -5 | -2 | 0 | -0.3 | -7 | 0 | 0 | 6 | -3

Overlap with the part before: 2 compounds; new compounds follow.
structure | ARFGAP1 inh | Tn6 DDE FP | Tn7 DDE FP | UHRF1 binding | KLK7 zymogen act | ASAP1 inh | ADAM17 inh | PLC-gamma1 inh | PLCb3 inh | MBD2 DNA inh
CC(=O)Oc1ccc2oc(/C=C/N(C)C)c([N+](=O)[O-])c2c1 | 6 | 3 | -6 | -22 | 0.1 | 7 | -6 | -5 | -5 | -22
COc1ccccc1C=NN=Cc1ccccc1O | 3 | -5 | -2 | 0 | -0.3 | -7 | 0 | 0 | 6 | -3
O=[N+]([O-])c1ccc(Oc2ccc(F)cc2Br)c2ccncc12 | 5 | -2 | -1 | 0 | 0.4 | 24 | 0 | 0 | 1 | 0
CC(=O)c1cc2c(cc1N/C(=N/S(=O)(=O)c1ccccc1)c1ccc(Cl)cc1)OCO2 | -10 | 3 | -5 | 1 | 0.1 | 0 | 0 | -4 | -11 | 1
CCCCc1cc(=O)oc2cc(OC(C)C(=O)NCc3ccccn3)c(Cl)cc12 (stereo unspecified) | 16 | -7 | -6 | 3 | 0.8 | 9 | 0 | 0 | 0 | 4
CCOC(=O)c1cc(=O)n(Cc2ccccc2C)c2ccccc12 | 3 | 2 | -1 | 1 | 0.0 | 10 | -13 | -38 | -60 | -2
CCOC(=O)N1CCN(C(=O)c2oc3ccc(S(=O)(=O)N4CCCCC4)cc3c2C)CC1 | 0 | -5 | -5 | -2 | 1.0 | -9 | 1 | 4 | 5 | -3
Cc1nc(C(F)(F)F)ccc1C(=O)N1CCC1(C)C(=O)NS(=O)(=O)c1ccc(C(C)(C)C)cc1 (stereo unspecified) | -6 | 11 | 6 | 1 | -0.3 | 6 | -6 | -2 | -1 | 2
Cc1ccc(S(=O)(=O)N2CCN(C(=O)CSc3nnnn3C)C2)cc1 | 9 | 6 | -9 | 0 | -0.3 | 1 | -2 | 0 | 1 | 0
Nc1nnc(SCC(=O)OCC(=O)Nc2ccccc2)s1 | -7 | -3 | 9 | 3 | -0.3 | -19 | -3 | 0 | -2 | -4
CCCN(CCC)C(=O)c1ccc2nc(-c3ccc(OC)c(OC)c3)c(-c3ccc(OC)c(OC)c3)nc2c1 | -2 | 5 | 2 | -4 | 4.1 | 0 | -5 | -300 | -434 | 2
CCN(CC)c1ccc(C2C(C(=O)OCCOC)=C(C)NC3=C2C(=O)CC(C)(C)C3)cc1 (stereo unspecified) | 0 | -5 | -11 | 2 | 5.1 | 9 | -34 | -152 | -182 | -3
C[C@@H]1CN([C@@H](C)CO)C(=O)CCCn2cc(nn2)CO[C@H]1CN(C)S(=O)(=O)c1cccc(F)c1 | -13 | 6 | -6 | 0 | -0.8 | 11 | 4 | 0 | 1 | 2
CCc1nc2ccccc2nc1N1CCN(S(=O)(=O)c2ccc(Cl)cc2)CC1 | -3 | 7 | -7 | 0 | -0.7 | 12 | 0 | 1 | -2 | -6
COc1cc(C(=O)Nc2nnc(C(F)(F)F)s2)c([N+](=O)[O-])cc1OC | 0 | -5 | 7 | 7 | -0.4 | 8 | -6 | 1 | -1 | 7
COc1ccc2oc(=O)c(C(=O)Nc3cccc(C(C)=O)c3)cc2c1 | 4 | 0 | 5 | -1 | -0.9 | 0 | -2 | -14 | -25 | -8
O=C(Nc1cnn(C23CC4CC(CC(C4)C2)C3)c1)c1cc(-c2ccccc2)on1 | 6 | -9 | -2 | -2 | -0.3 | 7 | -2 | -1 | 1 | 1
CCCCN(CCCC)CCCN1CC(=O)N2[C@@H](Cc3c([nH]c4ccccc34)C2(C)C)C1=O | -2 | -6 | 7 | 6 | 0.7 | 6 | -7 | 0 | -8 | 6
CCc1nc2c(OCc3ccccc3)cccn2c1N(C)C(=O)COc1ccccc1 | 2 | -8 | -6 | -3 | 0.0 | -10 | 0 | -1 | 2 | -7
O=C1C=C(NS(=O)(=O)c2ccccc2)C(=O)c2ccccc21 | 1 | -7 | -5 | -6 | 1.0 | 18 | -1 | 1 | 2 | -11
COc1cc(OC)c2c(C)cc(=O)oc2c1 | 0 | 10 | 3 | -4 | 32* | 7 | i | i | i | 4
Cc1ccc(S/C(=N\S(=O)(=O)c2ccc(Cl)cc2)c2ccccc2)cc1 | -7 | 1 | 1 | 3 | -0.2 | 7 | -3 | 2 | 1 | 2
c1ccc(-c2csc(Nc3nc(N4CCOCC4)nc(N4CCOCC4)n3)n2)cc1 | 9 | -4 | -9 | 1 | 0.7 | 20 | 0 | 3 | 4 | 1
COc1cc(OC)cc(-c2nnc(SCC(=O)N3CCCCC3)o2)c1 | 16 | -11 | 4 | 2 | -0.7 | -3 | 2 | 2 | -1 | -1
CCC(CC)C(=O)Nc1cccc(C(=O)NCCc2ccccc2)c1 | -5 | 5 | -2 | -1 | -0.5 | 13 | 1 | 2 | 0 | 2
Cc1ccc(S(=O)(=O)n2nc(C)c(S(=O)(=O)N3CCOCC3)c2C)cc1 | 6 | -2 | -3 | 2 | -0.1 | -7 | -4 | 1 | -7 | 0
CCCn1nc(NC(=O)c2cccs2)c2cc3cc(C)ccc3nc21 | 3 | -12 | 2 | 0 | -2.8 | 9 | -37 | -195 | -275 | 0
CCOC(=O)c1oc2cc(C)cc(C)c2c1C | 5 | 0 | 9 | 0 | -0.2 | -4 | -1 | -1 | -7 | 3
COc1ccc(N2CCN(C(=O)COC(=O)c3nc(Cl)ccc3Cl)CC2)cc1 | -2 | -1 | -4 | -1 | 0.4 | 0 | -1 | 3 | 1 | -3
CC(=O)C(Sc1nc(N(C)C)nc(N(C)C)n1)C(=O)Nc1ccccc1 (stereo unspecified) | -13 | 0 | 10 | 0 | 0.4 | 2 | -2 | -2 | -2 | 0
COc1ccccc1C(=O)NC(=O)COC(=O)c1cccc(OC(F)F)c1 | 12 | -3 | -6 | -2 | 0.2 | 1 | -6 | 3 | -10 | -1
COc1ccc(C=O)cc1COc1ccc(F)cc1F | 0 | 4 | -2 | 0 | 0.0 | 1 | 2 | 1 | -5 | 0

By substructure, the entries above containing a CF3 group (2)
structure | ARFGAP1 inh | Tn6 DDE FP | Tn7 DDE FP | UHRF1 binding | KLK7 zymogen act | ASAP1 inh | ADAM17 inh | PLC-gamma1 inh | PLCb3 inh | MBD2 DNA inh
Cc1nc(C(F)(F)F)ccc1C(=O)N1CCC1(C)C(=O)NS(=O)(=O)c1ccc(C(C)(C)C)cc1 (stereo unspecified) | -6 | 11 | 6 | 1 | -0.3 | 6 | -6 | -2 | -1 | 2
COc1cc(C(=O)Nc2nnc(C(F)(F)F)s2)c([N+](=O)[O-])cc1OC | 0 | -5 | 7 | 7 | -0.4 | 8 | -6 | 1 | -1 | 7

More entries
structure | ARFGAP1 inh | Tn6 DDE FP | Tn7 DDE FP | UHRF1 binding | KLK7 zymogen act | ASAP1 inh | ADAM17 inh | PLC-gamma1 inh | PLCb3 inh | MBD2 DNA inh
O=C(OCc1c(F)cccc1Cl)c1cnccn1 | -7 | 8 | 1 | 14 | -0.1 | -5 | -7 | 0 | -1 | 0
COC(=O)c1sc(NC(=O)c2ccc(Cn3cc(Cl)cn3)o2)c(C#N)c1C | 5 | 8 | 3 | -3 | -0.1 | 7 | -3 | -120 | -145 | 2
CCCc1ccc(C(=O)NNc2cc(Cl)ccc2Cl)cc1 | 15 | 3 | -3 | 3 | 0.7 | 0 | 5 | 4 | -2 | -4
COc1cccc(/C=N/NC(=O)C(=O)N2CCCC2)c1O | -8 | 1 | -1 | 0 | -0.6 | -20 | -2 | 0 | -2 | -3
O=C(Cc1cccs1)Nc1cccc(-c2nc3cc4ccccc4cc3[nH]2)c1 | 25* | 144* | -14 | 1 | -88 | 16 | -494 | i | i | 2
O=C(NCCc1ccc(C(F)(F)F)cc1)C1CCC(=O)N(CCc2cccc(F)c2)C1 (stereo unspecified) | -2 | -4 | 2 | 1 | 0.3 | -9 | 0 | 2 | -3 | -3
COc1cccc(-c2nn(C)c3sc(C(=O)NCc4ccc5c(c4)OCO5)cc23)c1 | -3 | -3 | -4 | 3 | -12 | 12 | -6 | -33 | -44 | 3
Cc1c(Cl)cccc1NC(=O)CCC(=O)NNC(=O)c1ccco1 | 1 | 7 | 2 | 0 | -0.4 | 11 | 3 | 3 | 1 | -3
CC(OC(=O)c1ccc(Br)c(S(=O)(=O)N2CCOCC2)c1)C(=O)NC1CCCCC1C (stereo unspecified) | -2 | -5 | -1 | 1 | 0.4 | -2 | -1 | 1 | -4 | 2

Fetched by structure from the entries so far (2):
structure | ARFGAP1 inh | Tn6 DDE FP | Tn7 DDE FP | UHRF1 binding | KLK7 zymogen act | ASAP1 inh | ADAM17 inh | PLC-gamma1 inh | PLCb3 inh | MBD2 DNA inh
CCCc1ccc(C(=O)NNc2cc(Cl)ccc2Cl)cc1 | 15 | 3 | -3 | 3 | 0.7 | 0 | 5 | 4 | -2 | -4
O=C(Cc1cccs1)Nc1cccc(-c2nc3cc4ccccc4cc3[nH]2)c1 | 25* | 144* | -14 | 1 | -88 | 16 | -494 | i | i | 2
